NPYLR7 agonist = agonists of mosquito NPYLR7 receptor, primary screen, cell-based, Aedes aegypti, calcium fluorescence, mosquito biting behavior; HEK293T NPYLR7/Galpha15, GCaMP6s calcium fluorescence; activation, % at 10 µM; 0.15% of 270,000 active; in the data active = activation above about 40%;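 note: 0% = vehicle and 100% = reference agonist at the receptor; some compounds past the cut are filed as inactive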
mcGAS inh = cyclic GMP-AMP synthase inhibitors, mouse, primary biochemical chemiluminescence. Q8C6L5. recombinant cGAS, Kinase-Glo ATP depletion luminescence. inhibition, % at 12.5 µM. 0.15% of 160,000 active;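 note: 0% = negative control wells and 100% = reference inhibitor with no enzyme activity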
hcGAS inh = Primary biochemical luminescence assay for human cyclic GMP-AMP synthase inhibitors | AID 1259398, 2018 | recombinant h-cGAS, ATP depletion, Kinase-Glo luminescence | 0.081% of 290,000 active | inhibition, % at 12.5 µM;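 note: 0% = vehicle reaction and 100% = reaction without DNA for no activity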
Target sequence (Q8N884 whole entry, looked up): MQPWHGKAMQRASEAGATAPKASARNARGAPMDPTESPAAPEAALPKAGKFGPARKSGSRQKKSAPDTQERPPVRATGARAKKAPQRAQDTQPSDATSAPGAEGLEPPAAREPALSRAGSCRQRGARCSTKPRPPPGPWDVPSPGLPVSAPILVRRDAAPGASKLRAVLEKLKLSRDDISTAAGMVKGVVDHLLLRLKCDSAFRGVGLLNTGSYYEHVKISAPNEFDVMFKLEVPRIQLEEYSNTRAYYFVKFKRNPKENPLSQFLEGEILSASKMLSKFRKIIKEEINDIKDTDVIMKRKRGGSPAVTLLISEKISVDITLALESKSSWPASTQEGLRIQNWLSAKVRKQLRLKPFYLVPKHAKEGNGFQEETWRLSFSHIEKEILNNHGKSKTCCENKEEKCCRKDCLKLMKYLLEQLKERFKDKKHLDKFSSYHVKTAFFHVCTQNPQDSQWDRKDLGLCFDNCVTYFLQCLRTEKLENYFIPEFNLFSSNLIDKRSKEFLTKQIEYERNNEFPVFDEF
An asterisk follows results filed as active; x = not tested or not shown; & = joins results of further samples. Cut-off read from the data, not from the text of the source, unless noted: active = inhibition above about 40%; inactive = the rest.

SMILES,NPYLR7 agonist,mcGAS inh,hcGAS inh
CCOC(=O)CSC1=C(C#N)C(C)(C)C(C#N)C(=O)N1 (stereo not given),0,x,0
COc1ccc(OC)c(NC(=O)C2(C)CCN2CCOc2ccc(C)cc2)c1 (stereo not given),4,x,-7
CCN(CC)S(=O)(=O)c1ccc2c(c1)nc(SCc1ccccc1C#N)n2C(C)C,-6,-3,1
Cc1cccc(C(=O)N2CCC(N3CCCC(C(=O)N4CCOCC4)C3)CC2)n1 (stereo not given),5,x,-3
CC(C)(C)N1CC(O)CN(C(C)(C)C)CC(O)C1 (stereo not given),x,-5,-6
Cc1n[nH]c(C)c1Cc1nncn1-c1cccc(C(F)(F)F)c1,14,x,-10
c1ccc(OCc2nc(CNCCN3CCOCC3)cs2)cc1,21,x,-1
CN1C(=O)CC(C(=O)Nc2ccccc2F)SC1=Nc1cccc(Cl)c1 (stereo not given),1,-6,-4
CC1(CNC(=O)NC2CCCC2)CCOCC1,x,-7,-16
O/N=C1/CCCc2c1nc(-c1ccccc1Cl)n2O,-2,-8,-5
COc1cccc(OC)c1OCCCOc1ccc(Br)cc1Cl,-6,x,-5
CCc1nc(CC#N)nc(N2CCN(C(=O)c3ccccc3Cl)CC2)c1Cc1cccc(C)c1,x,-4,-8
Cc1cc(C(=O)Nc2cccc(-c3nc4ccccc4o3)c2)ccc1[N+](=O)[O-],-8,2,0
CN(CC(=O)N1CCN2C(=O)CN(C)C(=O)C2C1)Cc1ccc(F)cc1 (stereo not given),7,-18,-3
COCCn1cc(OC(C)=O)c2c1nc(C)n1c3ccccc3nc21,-3,x,-7
Cn1cc(CN2CCN(c3nc(-c4ccccc4)nc4c3CCC4)CC2)cn1,-4,1,4
CCc1nc(CN(C)C(=O)c2cc(NC(C)=O)ccc2Cl)no1,9,x,-5
CCCCNC(=O)C1(C)CCN1C(=O)c1ccc(OC)c(F)c1 (stereo not given),4,-7,-15
CCOC(=O)C1CCN(C(=O)CCc2csc(NC(=O)NC3CCCCC3)n2)CC1,-3,x,-7
c1ccc(COc2ccccc2CNC2CCCc3ccccc32)nc1 (stereo not given),-4,x,-3
CC(=O)c1[nH]c(C)c(C(C)=O)c1C,3,-4,6
CCNC(=O)[C@@H]1C[C@@H](N)CN1C(=O)c1ccc(Cn2ccc3ccccc32)o1,36,x,-6
Cc1ccccc1Oc1ncccc1CNC(=O)CCn1nnnc1C,1,-23,-4
Cc1cc(OCC(=O)NC(C)c2ccccn2)ccc1Cl (stereo not given),14,x,-15
Cc1ccc(-n2nc(C(=O)NCC(C)C)c(=O)n(Cc3cccnc3)c2=O)cc1,15,-7,-5
CCC1(c2ccc(F)cc2)NC(=O)N(C(C)C(=O)Nc2ccccc2C#N)C1=O (stereo not given),6,x,-11
CCOC(=O)c1nc2ccccc2nc1N1CCCN(C(=O)c2ccco2)CC1,5,-5,-6
Cc1ccc(C(=O)c2c(N)c(C#N)c3ccccn23)cc1C,-4,-7,-8
CN1CCN(C(CNC(=O)NCCc2ccccc2)c2ccc3c(c2)CCN3C)CC1 (stereo not given),-6,-7,-6
O=C(Cn1nc2c(c1NC(=O)c1cnccn1)CSC2)NCC1CCCO1 (stereo not given),-3,-6,0
OC(CNc1nccc(C(F)(F)F)n1)COc1ccc2c(c1)OCO2 (stereo not given),8,x,-8
CC(=O)N1CCN(C(=O)c2ccc(OCc3ccc4ccccc4n3)cc2)CC1,0,x,-8
COc1ccc(-n2c3c(c(=O)[nH]c2=O)C(C(F)(F)F)(C(F)(F)F)N=C(CC(C)C)N3)cc1,-11,x,1
Cc1ncsc1CCC(=O)N1CCc2c([nH]c3ccccc23)C1c1ccccc1F (stereo not given),6,-7,-4
COCc1nc(-c2ccccc2)nc(N2CCN(C(=O)CC(C)C)CC2)c1Cc1ccccc1F,7,-8,-7
O=C(NN=Cc1ccc(F)cc1)c1cc(C23CC4CC(CC(C4)C2)C3)[nH]n1,4,-7,-3
COCCNC(=O)C1(C)CCN(Cc2csc(-c3ccc(Cl)cc3)n2)C1 (stereo not given),3,-3,-2
CC(C)C1CN(C(=O)c2c[nH]c(=O)cn2)CCCN1Cc1ccc(F)cc1 (stereo not given),-4,x,-8
COCCN(CC(=O)Nc1cc(-c2ccccc2)nn1-c1ccccc1)C(=O)Cc1ccc(OC)cc1,-3,-5,-9
C=CCN(CC=C)Cn1nc(Nc2ccccc2F)sc1=S,3,0,6
COC(=O)c1cc2n(n1)CCCN(CCOCc1ccccc1)C2,20,x,-5
Cc1cc(O)ccc1NC(=O)CC(NCCC1=CCCCC1)C(=O)O (stereo not given),-2,-8,-9
O=C(CCNC(=O)C12CC3CC(CC(C3)C1)C2)N1CCC(C(=O)N2CCOCC2)CC1,27,-9,-8
CC1(C)CC(=O)C=C(C(=O)Nc2ccccc2C(=O)N2CCCCCC2)O1,-4,-13,-3
CN1CC2(CCN(C(=O)c3ccc4c(c3)OCCO4)CC2)CC1C(=O)O (stereo not given),2,-12,-5
CC1(C)CC(=O)C2=C(C1)c1oc(N)nc1C2c1ccc(-c2ccc(F)cc2)o1 (stereo not given),0,x,-9
COCCOc1nc(-c2cccc(F)c2)n(-c2cccc(NC(=O)Nc3cccc(OC)c3)c2)n1,20,-7,1
CC(c1ncc(C(C)(C)C)o1)S(=O)(=O)c1nnc(NC2CCCCC2)s1 (stereo not given),9,x,-8
Cc1nc(C(C)C)sc1C(=O)N(C)Cc1cc(C(C)C)on1,8,x,-4
CCCSc1nnc(CSc2nc(C)cc(C)n2)n1C,4,-8,-2
CCn1nc(C(C)C)cc1C(=O)NCc1ccc2nonc2c1,17,-11,-3
N#CC(=C(O)CSc1n[nH]c(N)n1)c1nc2ccccc2s1,4,x,9
CCOC(=O)C1(C)CCN1C(=O)c1cccc(OC)c1 (stereo not given),-3,x,-5
CNCc1cn[nH]c1-c1ccc(F)cc1,-9,x,-5
COc1ccc(CC(=O)N(CCn2cccn2)c2nc3c(F)cccc3s2)cc1C,-16,-4,-2
NC(c1csc(Nc2cc(NCc3ccco3)ncn2)n1)c1ccccc1Cl (stereo not given),-8,-5,-2
CCOC(=O)C1CCN(C(=O)CSc2nc(Cl)cc(N3CCN(C(=O)C4CCCC4)CC3)n2)CC1,-10,-6,-13
CN(C)C(=O)c1ccc(C(=O)OCc2ccc(N(C)C)cc2)cc1,7,x,-6
CC1C(=O)N(c2cccc(Br)c2)CCN1C(=O)c1ccc(C(F)(F)F)cc1 (stereo not given),1,x,-2
O=C(N[C@H]1CO[C@H]2[C@@H]1OC[C@@H]2n1nnnc1Oc1ccc2c(c1)OCO2)c1cncnc1,25,-5,-4

Next section; it opens with the 3 that closed the last part.
SMILES,NPYLR7 agonist,mcGAS inh,hcGAS inh
CN(C)C(=O)c1ccc(C(=O)OCc2ccc(N(C)C)cc2)cc1,7,x,-6
CC1C(=O)N(c2cccc(Br)c2)CCN1C(=O)c1ccc(C(F)(F)F)cc1 (stereo not given),1,x,-2
O=C(N[C@H]1CO[C@H]2[C@@H]1OC[C@@H]2n1nnnc1Oc1ccc2c(c1)OCO2)c1cncnc1,25,-5,-4
Cc1ccc(NC(=O)CC2SC(=Nc3ccccc3)N(c3ccccc3)C2=O)cc1 (stereo not given),-5,-2,-3
Clc1ccc2nc(-c3cccnc3)cc(-c3ccccc3)c2c1,2,x,-5
COCCCN(CC(=O)N(Cc1ccccc1)Cc1sccc1C)C(=O)c1ccc(Cl)cc1Cl,x,-5,-16
O=C(c1cc(F)ccc1I)N1CCCC1,1,-9,-5
Oc1c(Br)cc(C=NN2CCOCC2)cc1Br,-8,x,-1
COc1ccccc1CNc1nc(C(C)(C)C)nc2c1cnn2C,6,x,-3
c1ccc(-n2cc(-c3nc4c(cnn4Cc4cccs4)[nH]3)cn2)cc1,-9,x,-3
CCOP(=O)(OCC)C(NC(=O)NC1CCCCC1)C(F)(F)F (stereo not given),0,-5,-5
C=CCSC1=C(C#N)C2(CCCC2)C(C#N)C(=O)N1 (stereo not given),-4&9,-5&-3,-2&-3
CCN(CC)c1ccc(CN(CCOC)C(=O)C2CCC2)c(OS(C)(=O)=O)c1,26,-6,-7
COc1cc(CN2CCN(C3CCC3)CC2CCO)cc(OC)c1 (stereo not given),5,x,-8
CCOC(=O)C(=O)N1CCC(=O)N(C)C[C@H]2COc3c(OCC)cccc3[C@H]21,2,-8,-6
Cc1nc2ccccc2nc1OCC(=O)c1ccc(Cl)c(Cl)c1,-7,x,-3
COc1ccccc1C(=O)N1CCC(c2nc(-c3ccc(Cl)cc3F)no2)CC1,x,-7,-11
CNC(=O)C(C#N)C(=O)C(C)c1cccc(Cl)c1 (stereo not given),4,x,-10
COc1ccc2sc(N(Cc3cccnc3)C(=O)CCS(=O)(=O)c3ccccc3)nc2c1,-6,-9,-5
CNC(=O)CN(CCCO)c1ccccc1,18,x,-9
Cc1c(C)c(C(=O)Nc2cccc(F)c2)n(Cc2cccc(F)c2)c1C,20,-5,-6
O=C(NCCCS(=O)(=O)N1CCN(c2ccccn2)CC1)C1(c2ccc(Cl)cc2)CCCC1,-9,x,-2
Cc1cc(C)n(CC2CCN(C(=O)C3CCN(S(C)(=O)=O)CC3)CC2)n1,2,x,-9

In another format: entries from further up
Compound: CCOC(=O)C(=O)N1CCC(=O)N(C)C[C@H]2COc3c(OCC)cccc3[C@H]21
  NPYLR7 agonist: 2
  mcGAS inh: -8
  hcGAS inh: -6

Compound: Cc1nc2ccccc2nc1OCC(=O)c1ccc(Cl)c(Cl)c1
  NPYLR7 agonist: -7
  mcGAS inh: x
  hcGAS inh: -3

Compound: COc1ccccc1C(=O)N1CCC(c2nc(-c3ccc(Cl)cc3F)no2)CC1
  NPYLR7 agonist: x
  mcGAS inh: -7
  hcGAS inh: -11

Compound: CNC(=O)C(C#N)C(=O)C(C)c1cccc(Cl)c1 (stereo not given)
  NPYLR7 agonist: 4
  mcGAS inh: x
  hcGAS inh: -10

(list continues)
SMILES,NPYLR7 agonist,mcGAS inh,hcGAS inh
O=C(Nc1ccc(N2CCNC2=O)cc1)c1ccc(F)cc1,-1,x,-5
Cc1n[nH]c(C)c1C(=O)N1CCC(c2n[nH]c(=O)n2-c2ccccc2)CC1,0,x,0
COc1ccc(S(=O)(=O)NCC2CCCO2)cc1N1CCN(C(=O)c2ccccc2OC(F)(F)F)CC1 (stereo not given),14,-4,-2
Cc1cc(C2CCCN2Cc2ncccc2C(=O)O)on1 (stereo not given),6,-15,-7
CNC(=O)[C@@]1(OCc2cccc(Cl)c2)CC(OCc2ccc(C#N)cc2)[C@@H]2OC(C)(C)O[C@@H]2C1 (stereo not given in full),3,-4,-7
CNC(=S)N(Cc1ccc(S(N)(=O)=O)cc1)C1CC(=O)N(c2ccc(OC)cc2)C1=O (stereo not given),-2,x,-4
COC(=O)c1ccc(C2c3sc(=O)[nH]c3SC3C(=O)N(CC(=O)O)C(=O)C32)cc1 (stereo not given),10,x,-3
COc1ccc(C(=O)Nc2nc(-c3ccccc3OC)cs2)cc1OC,-2,-5,-5
CCN(CC(=O)Nc1c(F)cccc1F)Cc1cc([N+](=O)[O-])cc2c1OCOC2,-4,-1,-1
COc1ccc(S(=O)(=O)Nc2ccc(I)cc2)cc1N,3,-10,-5
CCCCN(C)C(=O)CC1C(=O)NCCN1Cc1cccc2ccccc12 (stereo not given),9,x,-3
COc1ccc(OC)c(C2CN(C(=O)c3ccco3)CC2C(=O)N2CCCC2)c1 (stereo not given),x,-6,-7
Cc1ocnc1C(=O)N1CCc2[nH]nc(-c3ccc(-c4ccccc4)cc3)c2C1,11,x,3
Cc1cccc(CN2CCN(Cc3ccc(-c4ccccn4)cc3)CC2)c1,4,x,-2
O=S(=O)(NCC1(N2CCCCC2)CCCCC1)c1cccs1,1,-3,-2
COc1ccccc1C(=O)Nc1nc(-c2ccc(C#N)cc2)cs1,-7,0,0
Cc1cccc(CN2CCC3(CCOCC3)CC2)c1O,1,x,-2
Cn1cccc1C1C2C(=O)CC(C)(C)CC2=Nc2ccccc2N1C(=O)Cc1ccccc1 (stereo not given),2,-7,-2
Cc1c(NCc2cccnc2)cccc1C(=O)NCc1cccc2[nH]ccc12,21,-19,-8
c1ccc(OCCSc2nnc3sc4ccccc4n23)cc1,2,x,-8
CCOC(=O)CCCC(=O)N1CCc2cc(OC)c(OC)cc2C1c1ccc(F)cc1 (stereo not given),9,-3,-8
Cc1cc(C)cc(OCC(=O)N2CCNCC2)c1,10&6,-15,-9&-5
CCOc1ccc(-n2nnc3c(=O)n(CC(=O)NC4CCCCC4)cnc32)cc1,8,x,0

From PubChem BioAssay
